# T cruzi intra: intracellular Trypanosoma cruzi inhibition | intracellular Trypanosoma cruzi in host cells, plate reader | activity score (inhibition), % at 5.01 µM | AID 651903 | 22,000 compounds, 4.9% hits; in the data active means activity score above about 55%; inconclusive means no clear call, values can overlap the other calls;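 further: parasites and compound incubated about four days before reading; 0% = median of neutral control wells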
# INS-1E ATP HTS: preserves ATP levels in cytokine-treated INS-1E cells; INS-1E cytokine-induced death, ATP luminescence, 48 h; normalised: neutral wells 0, positive control 100; protection from cytokine-induced ATP loss, % at 10 µM; 20,000 compounds, 0.1% hits; AID 488910;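 active means mean replicate protection from cytokine-induced ATP loss at least 50% and at least 75% of replicates each reaching 50%; inconclusive means meets only one of the two criteria, mean or replicate share; inactive means fails both the mean and replicate share criteria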
#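 Assay system – rat INS-1E insulinoma cell line · Quantity – 8000 cells per well · Buffer or medium – RPMI without phenol red, 5% FBS · Schedule – 48 h co-treatment, 10 min post-lysis read · Technique – luminescent ATP assay (CellTiter-Glo)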
# * hit, by the source's call; ? = inconclusive; . = not tested or not shown.
# Value order: T cruzi intra | INS-1E ATP HTS
- CC(C)NC(=O)N(C)C[C@@H]1OCCCC[C@@H](C)Oc2ccc(NS(=O)(=O)c3ccc(F)cc3)cc2C(=O)N([C@H](C)CO)C[C@@H]1C
 : -2.9 | -5.9
- Cc1noc(C)c1S(=O)(=O)Nc1ccc2c(c1)CC(=O)N([C@@H](C)CO)C[C@H](C)[C@H](CN(C)Cc1ccc(-c3ccccc3)cc1)O2
 : 18.5 | -12.2
- C[C@H](CO)N1C[C@H](C)[C@@H](CN(C)S(=O)(=O)c2ccc(F)cc2)Oc2ccc(NC(=O)Nc3ccccc3)cc2C1=O
 : -14.8 | 1.4
- Cc1ccc(S(=O)(=O)N(C)C[C@H]2OCCCC[C@@H](C)Oc3ccc(NS(C)(=O)=O)cc3C(=O)N([C@H](C)CO)C[C@@H]2C)cc1
 : 4.3 | 0.5
- COc1ccc(S(=O)(=O)N(C)C[C@H]2Oc3ccc(NC(=O)CCN4CCOCC4)cc3C(=O)N([C@@H](C)CO)C[C@@H]2C)cc1
 : -6.4 | 5.5
- C[C@@H]1CN([C@H](C)CO)C(=O)Cc2cc(NC(=O)C3CC3)ccc2O[C@@H]1CN(C)Cc1ccc2c(c1)OCO2
 : -14.0 | 0.2
- Cc1ccc(S(=O)(=O)Nc2ccc3c(c2)C(=O)N([C@H](C)CO)C[C@@H](C)[C@H](CN(C)Cc2ccccc2)O3)cc1
 : 11.2 | -6.3
- C[C@H]1CN([C@@H](C)CO)C(=O)c2cccc(NC(=O)Nc3ccc4c(c3)OCO4)c2O[C@H]1CN(C)Cc1ccc2c(c1)OCO2
 : -17.4 | -12.4
- Cc1noc(C)c1S(=O)(=O)Nc1ccc2c(c1)C(=O)N([C@@H](C)CO)C[C@@H](C)[C@H](CN(C)C(=O)Nc1ccccc1)O2
 : -28.1 | -2.9
- C[C@H]1CN([C@@H](C)CO)C(=O)c2cc(NC(=O)Cc3cn(C)c4ccccc34)ccc2O[C@H]1CN(C)S(=O)(=O)c1cccs1
 : 22.4 | .
- CC(C)NC(=O)Nc1ccc2c(c1)CC(=O)N([C@@H](C)CO)C[C@@H](C)[C@@H](CN(C)C(=O)Nc1cccc3ccccc13)O2
 : -4.6 | 11.4
- CC(C)NC(=O)Nc1ccc2c(c1)C(=O)N([C@H](C)CO)C[C@H](C)[C@H](CN(C)CC1CCCCC1)OCCCC[C@@H](C)O2
 : -11.5 | -13.1
- C[C@@H]1CN([C@@H](C)CO)C(=O)Cc2cc(NS(=O)(=O)c3ccc(Cl)cc3)ccc2O[C@@H]1CN(C)S(=O)(=O)c1cccs1
 : 53.3 | -5.9
- C[C@H](CO)N1C[C@H](C)[C@H](CN(C)S(=O)(=O)c2cccs2)Oc2ccc(NC(=O)CCN3CCOCC3)cc2C1=O
 : -10.2 | -3.1
- COc1ccc(S(=O)(=O)Nc2ccc3c(c2)CC(=O)N([C@H](C)CO)C[C@@H](C)[C@H](CN(C)S(=O)(=O)c2ccc(Cl)cc2)O3)cc1
 : -7.9 | -1.1
- C[C@@H]1CN([C@@H](C)CO)C(=O)CCCn2nncc2CO[C@@H]1CN(C)S(=O)(=O)c1ccc(F)cc1
 : -4.9 | .
- Cc1ccc(S(=O)(=O)Nc2ccc3c(c2)C(=O)N([C@H](C)CO)C[C@H](C)[C@@H](CN(C)C(=O)Nc2cccc4ccccc24)OCCCC[C@@H](C)O3)cc1
 : 18.6 | 9.2
- COc1ccc(CN(C)C[C@H]2OCCCC[C@@H](C)Oc3ccc(NS(=O)(=O)c4ccc(Cl)cc4)cc3C(=O)N([C@H](C)CO)C[C@@H]2C)cc1
 : ? | -9.7
- CNC[C@@H]1OCCCC[C@@H](C)Oc2ccc(NC(=O)NC(C)C)cc2C(=O)N([C@H](C)CO)C[C@@H]1C
 : -63.1 | 4.6
- C[C@H]1CN([C@@H](C)CO)C(=O)CCCn2nncc2CO[C@@H]1CN(C)Cc1cccc(C(F)(F)F)c1
 : 16.8 | -7.5
- C[C@@H]1CN([C@H](C)CO)C(=O)CCCn2cc(nn2)CO[C@H]1CN(C)S(=O)(=O)c1cn(C)cn1
 : -19.1 | .
- C[C@H]1CN([C@@H](C)CO)C(=O)Cc2cc(NC(=O)Cc3ccccc3)ccc2O[C@H]1CN(C)Cc1ccccc1
 : 16.6 | -11.6
- C[C@@H]1CN([C@@H](C)CO)C(=O)c2cccc(NC(=O)Nc3ccccc3)c2O[C@@H]1CN(C)Cc1ccccc1
 : -28.0 | -18.5
- C[C@H](CO)N1C[C@H](C)[C@@H](CN(C)C(=O)Nc2ccc(F)cc2)Oc2c(cccc2N(C)C)C1=O
 : -1.7 | 11.0
- C[C@H]1CN([C@@H](C)CO)C(=O)Cc2cc(NC(=O)CCC(F)(F)F)ccc2O[C@H]1CN(C)Cc1ccc(Oc2ccccc2)cc1
 : 35.2 | -20.0
- C[C@H]1CN([C@@H](C)CO)C(=O)Cc2cc(N(C)C)ccc2O[C@H]1CN(C)Cc1ccc(Cl)c(Cl)c1
 : 32.2 | -1.9
- C[C@H](CO)N1C[C@H](C)[C@H](CN(C)Cc2ccc(C(F)(F)F)cc2)Oc2ccc(NS(C)(=O)=O)cc2C1=O
 : 19.5 | -2.6
- COc1ccc(S(=O)(=O)Nc2ccc3c(c2)C(=O)N([C@H](C)CO)C[C@H](C)[C@@H](CN(C)C(=O)Nc2ccc4c(c2)OCO4)OCCCC[C@@H](C)O3)cc1
 : -7.5 | 3.4
- C[C@@H]1CN([C@H](C)CO)C(=O)c2cccc(NS(=O)(=O)c3ccccc3)c2O[C@H]1CN(C)C(=O)Nc1ccc2c(c1)OCO2
 : -10.4 | -1.8
- C[C@H](CO)N1C[C@H](C)[C@@H](CN(C)C(=O)Nc2ccc(F)cc2)Oc2ccc(NC(=O)Nc3cccc4ccccc34)cc2C1=O
 : 5.1 | 7.3

# The closing three entries of the section before lead into the next:
# Value order: T cruzi intra | INS-1E ATP HTS
- COc1ccc(S(=O)(=O)Nc2ccc3c(c2)C(=O)N([C@H](C)CO)C[C@H](C)[C@@H](CN(C)C(=O)Nc2ccc4c(c2)OCO4)OCCCC[C@@H](C)O3)cc1
 : -7.5 | 3.4
- C[C@@H]1CN([C@H](C)CO)C(=O)c2cccc(NS(=O)(=O)c3ccccc3)c2O[C@H]1CN(C)C(=O)Nc1ccc2c(c1)OCO2
 : -10.4 | -1.8
- C[C@H](CO)N1C[C@H](C)[C@@H](CN(C)C(=O)Nc2ccc(F)cc2)Oc2ccc(NC(=O)Nc3cccc4ccccc34)cc2C1=O
 : 5.1 | 7.3
- Cc1noc(C)c1NC(=O)N(C)C[C@@H]1Oc2c(cccc2N(C)C)C(=O)N([C@H](C)CO)C[C@H]1C
 : -4.4 | 6.3
- COc1ccc(CN(C)C[C@H]2Oc3ccc(NC(=O)CCN4CCOCC4)cc3C(=O)N([C@@H](C)CO)C[C@H]2C)cc1
 : -12.7 | 3.3
- COc1ccc(NC(=O)N(C)C[C@H]2Oc3c(NC(=O)C4CCOCC4)cccc3C(=O)N([C@@H](C)CO)C[C@H]2C)cc1
 : -4.4 | 13.1
- C[C@@H]1CN([C@@H](C)CO)C(=O)c2cccc(NC(=O)c3ccc(-c4nccs4)cc3)c2O[C@@H]1CN(C)CC1CC1
 : -6.5 | -3.8
- C[C@@H]1CN([C@@H](C)CO)C(=O)c2cc(NC(=O)CCC(F)(F)F)ccc2O[C@@H]1CN(C)CC1CC1
 : 10.7 | 5.2
- Cc1noc(C)c1NC(=O)Nc1cccc2c1O[C@@H](CN(C)Cc1ccc(C(=O)O)cc1)[C@@H](C)CN([C@@H](C)CO)C2=O
 : -16.6 | 8.7
- C[C@H]1CN([C@@H](C)CO)C(=O)CCCn2cc(nn2)CO[C@H]1CN(C)C(=O)CCCN(C)C
 : -25.0 | .
- C[C@H]1CN([C@@H](C)CO)C(=O)Cc2cc(NC(=O)Cn3cnnn3)ccc2O[C@@H]1CN(C)S(=O)(=O)c1ccc(F)cc1
 : -7.9 | 9.6
- CNC[C@@H]1Oc2ccc(NS(=O)(=O)c3ccc(Cl)cc3)cc2CC(=O)N([C@H](C)CO)C[C@@H]1C
 : -24.9 | 3.0
- C[C@@H]1CN([C@@H](C)CO)C(=O)c2cccc(NS(=O)(=O)c3cccs3)c2O[C@H]1CN(C)Cc1ccc(C(F)(F)F)cc1
 : 1.4 | 1.2
- C[C@H](CO)N1C[C@H](C)[C@@H](CN(C)C(=O)Nc2ccnc(N3CCOCC3)c2)OCc2cnnn2CCCC1=O
 : -12.2 | .
- C[C@@H]1CN([C@@H](C)CO)C(=O)CCCn2nncc2CO[C@@H]1CN(C)C(=O)C1CC1
 : -4.9 | .
- C[C@H](CO)N1C[C@H](C)[C@H](CN(C)C(=O)Nc2ccc(N3CCCCC3)cc2)OCc2cn(nn2)CCCC1=O
 : 0.1 | .
- CC(C)NC(=O)N(C)C[C@@H]1Oc2ccc(NS(=O)(=O)c3ccccc3)cc2C(=O)N([C@@H](C)CO)C[C@H]1C
 : -29.9 | 18.7
- C[C@H](CO)N1C[C@H](C)[C@H](CN(C)Cc2ccc(C(=O)O)cc2)Oc2ccc(NS(=O)(=O)c3ccc(Cl)cc3)cc2CC1=O
 : -58.1 | 10.0
- COc1cc(/C=C/C=N/NC(=O)CCCCCC(=O)Nc2ccccc2O)ccc1O
 : 5.0 | -1.9
- C[C@H]1CN([C@@H](C)CO)C(=O)Cc2cc(NC(=O)CCN3CCOCC3)ccc2O[C@@H]1CN(C)Cc1ccc(Cl)c(Cl)c1
 : -6.2 | 4.8
- O=C(O)CCCCCC(=O)N/N=C/c1cc(Br)ccc1O
 : -27.9 | -2.4
- C[C@H](CO)N1C[C@H](C)[C@H](CN(C)C(=O)Nc2ccccc2)Oc2ncc(-c3cccc(C(F)(F)F)c3)cc2C1=O
 : 63.9* | .
- C[C@H]1CN([C@@H](C)CO)C(=O)Cc2cc(NC(=O)C3CC3)ccc2O[C@@H]1CN(C)Cc1ccc(Cl)c(Cl)c1
 : 35.5 | -9.0
- C[C@@H]1CN([C@@H](C)CO)C(=O)c2cc(NS(=O)(=O)c3ccc(Cl)cc3)ccc2O[C@@H]1CN(C)Cc1ccccc1
 : 7.5 | -11.0
- CNC[C@H]1OCCCC[C@@H](C)Oc2ccc(NC(=O)Nc3cccc4ccccc34)cc2C(=O)N([C@H](C)CO)C[C@@H]1C
 : -0.6 | 10.3
- C[C@H](CO)N1C[C@H](C)[C@@H](CN(C)C(=O)Nc2ccccc2)Oc2ccc(NC(=O)Nc3ccc(C(F)(F)F)cc3)cc2C1=O
 : -1.8 | -6.7
- COc1cccc(CN(C)C[C@@H]2OCc3cn(nn3)CCCC(=O)N([C@@H](C)CO)C[C@@H]2C)c1
 : -15.9 | .
- C[C@@H]1CCCCO[C@H](CN(C)C(=O)Nc2ccc3c(c2)OCO3)[C@@H](C)CN([C@H](C)CO)C(=O)c2cc(NS(=O)(=O)c3cn(C)cn3)ccc2O1
 : -4.1 | 2.9
- CC(C)OC(=O)N(C)C[C@@H]1OCc2cnnn2CCCC(=O)N([C@@H](C)CO)C[C@@H]1C
 : -0.5 | .
- C[C@@H]1CN([C@H](C)CO)C(=O)c2cc(NC(=O)Nc3ccc(C(F)(F)F)cc3)ccc2O[C@H]1CN(C)C(=O)Nc1ccc2c(c1)OCO2
 : -15.3 | .
- C[C@@H]1CN([C@H](C)CO)C(=O)CCCn2cc(nn2)CO[C@@H]1CN(C)C(=O)Nc1cccc(F)c1
 : -6.4 | .
- C[C@@H]1CN([C@H](C)CO)C(=O)Cc2cc(N(C)C)ccc2O[C@H]1CN(C)Cc1ccc2c(c1)OCO2
 : 68.7* | -8.5
- COc1ccc(NC(=O)N(C)C[C@@H]2Oc3c(NC(=O)Nc4c(C)noc4C)cccc3C(=O)N([C@@H](C)CO)C[C@@H]2C)cc1
 : -31.8 | 10.6
- C[C@@H]1CN([C@H](C)CO)C(=O)c2cccc(NS(=O)(=O)c3ccccc3)c2O[C@H]1CN(C)C(=O)NC1CCCCC1
 : 2.8 | -3.8
- COc1ccc(NC(=O)Nc2ccc3c(c2)CC(=O)N([C@@H](C)CO)C[C@H](C)[C@H](CN(C)S(C)(=O)=O)O3)cc1
 : -25.2 | 7.3
- COc1ccc(S(=O)(=O)Nc2cccc3c2O[C@@H](CN(C)S(C)(=O)=O)[C@@H](C)CN([C@@H](C)CO)C3=O)cc1
 : -25.8 | 4.1
- COc1ccc(NC(=O)Nc2cccc3c2O[C@H](CN(C)C(=O)NC2CCCCC2)[C@H](C)CN([C@H](C)CO)C3=O)cc1
 : 13.0 | 2.2
- CC(C)NC(=O)N(C)C[C@@H]1Oc2ccc(NC(=O)CCN3CCOCC3)cc2C(=O)N([C@H](C)CO)C[C@@H]1C
 : -17.0 | .
- C[C@@H]1CN([C@H](C)CO)C(=O)c2cccc(NS(=O)(=O)c3cccs3)c2O[C@@H]1CN(C)C
 : -0.2 | 8.0
- C[C@H]1CN([C@@H](C)CO)C(=O)c2cc(NS(=O)(=O)c3ccccc3)ccc2O[C@@H]1CN(C)Cc1ccc(Oc2ccccc2)cc1
 : 26.0 | -36.2
- COc1ccc(NC(=O)N(C)C[C@H]2Oc3ccc(NC(=O)NC4CCCCC4)cc3C(=O)N([C@@H](C)CO)C[C@H]2C)cc1
 : -4.3 | -1.5
- C[C@H](CO)N1C[C@H](C)[C@H](CN(C)C(=O)C2CCCCC2)OCc2cn(nn2)CCCC1=O
 : -17.5 | .
- Cc1ccc(S(=O)(=O)Nc2cccc3c2O[C@H](CN(C)Cc2ccc(Cl)c(Cl)c2)[C@H](C)CN([C@@H](C)CO)C3=O)cc1
 : 19.8 | -38.0
- C[C@H]1CN([C@@H](C)CO)C(=O)CCCn2nncc2CO[C@@H]1CN(C)Cc1ccc(Oc2ccccc2)cc1
 : 53.4 | .
- C[C@@H]1CN([C@H](C)CO)C(=O)Cc2cc(NC(=O)CCN3CCOCC3)ccc2O[C@H]1CN(C)S(=O)(=O)c1ccc(F)cc1
 : 5.5 | 7.2
